CAL PDZ FP-1 – blocks peptide binding to human CAL PDZ domain | Q9HD26 | purified CAL PDZ, TMR-peptide fluorescence polarization, 1 h | inhibition, % at 20 µM | 330,000 compounds, 0.02% hits | AID 504414;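 active = highest replicate inhibition of at least 40%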;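 also: plate controls were DMSO neutral control wells for no effect and unlabeled competitor peptide control wells for full effect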
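System: tagged CAL PDZ domain. Schedule: 1 h room-temperature incubation prior to read. Signal: fluorescence polarization (mP). Measure: percent inhibition from loss of millipolarization.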
PKA-R2B activ – activators of human PKA-R2B complex; PKA-R2B holoenzyme dissociation, Cy5-IP20 fluorescence polarization; R2B truncated from residue 108, S112A mutant; 0% DMSO only, 100% 113 µM cGMP; activation, % at 11.4 µM; 340,000 compounds, 0.079% hits; P22694+P31323;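 active = activation above a cutoff set at the mean over all compounds plus 3 SD, cut at about 18% in these data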;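 also: higher means more holoenzyme dissociation and a rise in polarization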
CAL PDZ FP-2 – inhibitors of human CAL PDZ peptide binding; AID 602252; Q9HD26; inhibition, % at 24.9 µM; purified CAL PDZ, TMR-peptide fluorescence polarization, 1 h; 300,000 compounds, 0.92% hits;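 active = mean inhibition of at least 30% with at least half of replicates also reaching 30%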;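 also: 0% = DMSO neutral control and 100% = excess unlabeled competitor peptide PRC23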
RTF Ca sens act – cardiac RTF calcium sensitization. P19429+P45379. IANBD-labeled TnC RTF fluorescence at EC20 calcium; 0% EC20 calcium, 100% full calcium. activation, % at 7.2 µM. 340,000 compounds, 0.24% hits. AID 493008;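 active = activation above the mean over all tested compounds plus 3 SD, cut at about 30% in these data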;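 also: rise in fluorescence read as greater calcium sensitivity of cardiac thin filaments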
LANA DNA inh – blocks KSHV LANA C-terminal domain binding to DNA. inhibition, % at 9 µM. MBP-C-LANA/FAM-LBS DNA binding, fluorescence polarization. 340,000 compounds, 0.078% hits. AID 504423;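 active = highest replicate inhibition at or above 60% at 9 µM, even if other replicates fall short; inactive = all replicates below 60% inhibition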;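 also: 0% = neutral control wells and 100% = 4 µM acridine orange control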
DAGLB inh – diacylglycerol lipase beta (human) inhibition | Q8NCG7 | HEK293T DAGLB membrane lysate, EnzChek fluorogenic substrate | inhibition, % at 5.17 µM | 340,000 compounds, 0.059% hits | AID 504411; in the data active = inhibition above about 34%;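 also: 0% = enzyme with vehicle and 100% = wells lacking enzyme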
Target sequence (Q8NCG7 whole entry, looked up): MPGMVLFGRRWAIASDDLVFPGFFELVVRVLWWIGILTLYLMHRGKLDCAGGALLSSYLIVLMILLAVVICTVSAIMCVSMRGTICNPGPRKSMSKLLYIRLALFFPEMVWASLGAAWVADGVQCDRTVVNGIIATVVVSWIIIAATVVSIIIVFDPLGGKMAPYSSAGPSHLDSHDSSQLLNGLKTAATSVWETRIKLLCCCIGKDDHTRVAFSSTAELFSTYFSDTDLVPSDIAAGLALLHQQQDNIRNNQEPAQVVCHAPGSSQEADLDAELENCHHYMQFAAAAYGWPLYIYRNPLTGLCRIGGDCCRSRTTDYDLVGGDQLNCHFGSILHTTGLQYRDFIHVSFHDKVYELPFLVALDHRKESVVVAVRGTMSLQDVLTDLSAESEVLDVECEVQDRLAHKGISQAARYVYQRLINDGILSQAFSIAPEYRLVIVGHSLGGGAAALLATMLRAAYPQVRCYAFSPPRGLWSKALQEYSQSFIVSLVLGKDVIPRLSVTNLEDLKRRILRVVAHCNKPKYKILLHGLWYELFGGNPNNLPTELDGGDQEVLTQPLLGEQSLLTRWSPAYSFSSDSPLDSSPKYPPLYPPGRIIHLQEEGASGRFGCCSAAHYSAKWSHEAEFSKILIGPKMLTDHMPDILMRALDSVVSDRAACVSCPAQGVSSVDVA
Rtt109 Vps75 – blocks Candida albicans Rtt109/Vps75 acetyltransferase activity; Q5AAJ8; purified Rtt109/Vps75, ThioGlo CoA-SH fluorescence, 4 h; inhibition, % at 34.9 µM; AID 540336; 330,000 compounds, 0.16% hits;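 active = inhibition of at least 50% in every replicate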
Target sequence (Q5AAJ8 whole entry, looked up): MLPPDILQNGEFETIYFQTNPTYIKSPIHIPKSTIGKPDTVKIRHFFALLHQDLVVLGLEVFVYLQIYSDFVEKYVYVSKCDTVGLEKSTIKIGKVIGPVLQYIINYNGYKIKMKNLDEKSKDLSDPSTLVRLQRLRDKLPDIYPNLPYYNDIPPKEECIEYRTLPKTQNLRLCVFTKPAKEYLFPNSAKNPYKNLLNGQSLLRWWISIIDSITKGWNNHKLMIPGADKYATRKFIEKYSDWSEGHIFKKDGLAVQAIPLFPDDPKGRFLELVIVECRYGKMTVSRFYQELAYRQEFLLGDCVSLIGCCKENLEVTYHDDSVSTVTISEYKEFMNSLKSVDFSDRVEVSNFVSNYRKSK
Cardiac RTF inh – cardiac RTF calcium desensitization | IANBD-labeled cardiac RTF, Ca2+ fluorescence | 340,000 compounds, 0.12% hits | P19429+P45379 | inhibition, % at 7.15 µM;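 active = inhibition above the mean inhibition of all tested compounds plus 3 SD, cut at about 17% in these data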;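 also: assay run at fixed EC70 calcium of 1.6 mM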
Keap1-Nrf2 PPI – inhibitors of human Keap1-Nrf2 protein-protein interaction. Keap1 Kelch-Nrf2 peptide fluorescence polarization, 1536-well. inhibition, % at 9.4 µM. 340,000 compounds, 0.15% hits. AID 504523; in the data active = inhibition above about 12%;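 also: human Keap1 Kelch domain with fluorescein labeled Nrf2 9mer peptide probe; 0% = neutral control wells and 100% = peptide positive control; higher means more block of Keap1 binding to Nrf2 peptide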
SR-BI DiI-HDL act – SR-BI HDL lipid transfer activation | CHO ldlA[mSR-BI] cells, DiI-HDL uptake fluorescence, 3 h; 100 = double the neutral-control signal | activation, % at 12.5 µM | 320,000 compounds, 0.096% hits;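 active = mean replicate activation of at least 60% and every replicate at or above 60%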;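 also: 0% = median plate neutral-control signal and 100% = twice that signal; values of inactives mirror those of a sister screen read the other way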
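System: CHO ldlA[mSR-BI] cells / Medium: HEPES-buffered (25 mM, pH 7.4) F12 plus 0.5% BSA / Probe or stimulus: labelled HDL, 10 µg/mL / Doses: single compound concentration, delivered by pin transfer / Schedule: 3 h, 37 °C / Measured by: DiI fluorescence, bottom read / Measure: cell-associated DiI fluorescence as measure of HDL uptake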
Active calls of the source: *; x = no result given.

SMILES	DAGLB inh	CAL PDZ FP-2	SR-BI DiI-HDL act	PKA-R2B activ	LANA DNA inh	CAL PDZ FP-1	Cardiac RTF inh	RTF Ca sens act	Rtt109 Vps75	Keap1-Nrf2 PPI
C=CCn1c(=S)[nH]c2cc(C(=O)Nc3ccc(OC)c(OC)c3)ccc2c1=O	0	x	x	8	-0.9	-1.4	0	-1	-14	-4
NC(=O)C1CCN(C(=O)c2ccc3ccccc3c2)CC1	0	20	x	6	0.5	-6.4	9	4	-2	-2
O=C(c1ccc(Cl)cc1)C(Cn1cncn1)C(Sc1ccccc1)c1ccccc1 (stereo unspecified)	-1	1	36	13	-0.9	-0.4	-3	0	1	2
O=C(OCCCc1cc2ccccc2c(=O)o1)c1ccc2c(c1)OCO2	-12	-2	9	-6	1.2	-1.4	10	-3	9	3
Cc1cc(C)c(NC(=O)C2CC(=O)N(c3ccc4c(c3)OCCO4)C2)c(C)c1 (stereo unspecified)	1	-4	-3	3	0.7	-0.4	0	1	8	4
COc1ccc(-n2c(Cn3c(=O)sc4ccccc43)nnc2SCC(=O)N2CCOCC2)cc1	-2	x	2	1	-0.3	-0.7	-4	2	-1	-3
COc1cc(NC(=O)CSc2nnnn2Cc2ccc3c(c2)OCO3)cc(OC)c1	-4	3	11	1	-0.4	x	-1	9	-4	3
O=C(CCC(=O)Nc1ccc(F)cc1)N/N=C/c1ccc(O)cc1O	0	-4	-7	2	0.1	-2.1	4	-5	18	-3
O=S(=O)(NC12CC3CC(CC(C3)C1)C2)c1ccc(F)cc1	-7	-5	22	1	-0.3	0.3	-4	4	14	4
CCOc1cc(CN2CCCC(C(=O)c3cccc(C(F)(F)F)c3)C2)ccc1O (stereo unspecified)	-2	3	-27	-1	1.3	-0.8	-8	6	9	-3

Following part
SMILES	DAGLB inh	CAL PDZ FP-2	SR-BI DiI-HDL act	PKA-R2B activ	LANA DNA inh	CAL PDZ FP-1	Cardiac RTF inh	RTF Ca sens act	Rtt109 Vps75	Keap1-Nrf2 PPI
Cc1cc(NS(=O)(=O)c2ccc(NC(=O)c3cnc(Cl)c(Cl)c3)cc2)nc(C)n1	1	-1	-3	-9	-1.8	-1.2	-9	3	12	-3
COc1cc(NC(=O)c2ccc3c(c2)OCCO3)ccc1NC(=O)c1ccco1	1	2	-46	-1	-0.2	0.5	-4	-2	-16	-4
CCOC(=O)N1CCC(N2Cc3cccc(C(=O)NCc4ccccn4)c3C2=O)CC1	0	0	9	-3	2.1	0.6	5	-2	3	-5
Cc1ccc(C(=O)OCC(=O)N2CCCC2)cc1	0	-4	x	3	1.0	-2.4	-2	-7	-19	5
O=C1CC(c2ccccc2)=C(c2ccccc2)C1c1ccccc1 (stereo unspecified)	-7	5	8	0	-0.2	-0.6	2	-2	-6	-1
N#CNc1nc(O)cc(=O)[nH]1	-1	8	-15	10	0.6	1.3	-4	-5	2	-3
COc1ccc(N(CC(=O)NCc2ccncc2)S(=O)(=O)c2ccccc2[N+](=O)[O-])c(OC)c1	1	-2	4	-18	1.3	-1.6	0	1	2	-2
COC(=O)c1ccc(CNC(=O)c2cc3ccccc3oc2=O)cc1	-1	0	9	-7	-0.9	-1.2	5	6	-2	0
CCc1ccc(NC(=O)CSc2ccc(-c3sc(C)nc3C)nn2)cc1	-4	-3	-17	-1	0.9	-2.8	1	1	2	2
N#C/C(=C(/O)COc1cccc2ccccc12)c1nc2ccccc2[nH]1	3	-1	29	-5	-1.5	-1.8	0	2	-10	-1

(listing goes on)
SMILES	DAGLB inh	CAL PDZ FP-2	SR-BI DiI-HDL act	PKA-R2B activ	LANA DNA inh	CAL PDZ FP-1	Cardiac RTF inh	RTF Ca sens act	Rtt109 Vps75	Keap1-Nrf2 PPI
Cc1ccc(Cl)cc1N1CCN(CC(O)COCc2ccco2)CC1 (stereo unspecified)	-10	-2	4	-6	-0.9	-3.6	1	3	1	-5
CC(C)Cc1nnc(NC(=O)CCN2C(=O)c3ccccc3C2=O)s1	3	x	10	-8	2.0	-0.8	2	-4	-2	2
COc1ccccc1C(=O)NCc1nnc(SCC(=O)Nc2nccs2)n1C	-1	1	x	2	0.1	-0.1	-4	-5	-13	1
COc1ccccc1NC(=O)c1cccc(S(=O)(=O)N2CCOCC2)c1	0	4	-66	2	-0.1	-0.6	-10	3	2	-2
O=C(CC(Cc1ccccc1)C(=O)O)NCCc1ccc2c(c1)OCO2 (stereo unspecified)	1	2	15	0	1.5	-0.3	0	-5	-4	3
N=c1c(S(=O)(=O)c2ccccc2)cc2c(=O)n3ccccc3nc2n1C1CCCCC1	-14	x	-3	-10	-1.4	-0.8	-2	-5	3	-9
COc1cccc(N(C(=O)CCl)C(C(=O)NCCc2ccccc2)c2cccs2)c1 (stereo unspecified)	11	3	-24	-3	3.8	-1.5	-2	-4	-3	3
Cc1cccc(NC(=O)c2cc(=O)n(Cc3ccccc3)c(=O)[nH]2)c1	3	-3	19	1	1.1	-2.4	3	5	-2	-4
O=C(CCS(=O)(=O)c1cccc2nsnc12)N1CCN(C(=O)c2ccco2)CC1	2	-2	4	0	-1.2	x	4	5	6	-2
Oc1cccc2ccc(N3CCOCC3)nc12	2	0	-1	0	-1.4	0.2	-2	-2	4	1

(cont.)
SMILES	DAGLB inh	CAL PDZ FP-2	SR-BI DiI-HDL act	PKA-R2B activ	LANA DNA inh	CAL PDZ FP-1	Cardiac RTF inh	RTF Ca sens act	Rtt109 Vps75	Keap1-Nrf2 PPI
COCCn1c(SCC(=O)c2ccc3c(c2)OCCO3)nnc1-c1ccco1	-3	0	6	2	2.4	-1.9	1	-1	3	-4
CCn1cc(CNCc2cn(-c3ccccc3C)nc2-c2ccc(OC)c(F)c2)cn1	-1	-4	4	0	1.3	-2.5	12	1	1	2
Cc1noc(C)c1Cc1c(Cl)cccc1Cl	-3	0	-1	-2	0.2	-0.3	3	-1	-2	-6
Cc1nc(N)sc1-c1csc(Nc2ncccn2)n1	5	-2	17	-6	0.3	0.0	-2	-3	-7	-2
Cc1ccccc1-n1ncc2c1CC(C)(C)CC2NC(=O)CCn1cncn1 (stereo unspecified)	1	6	13	-3	0.8	0.2	-10	-1	4	-5
Cc1cc(C(C)(C)C)cc(C)c1S(=O)(=O)N1CCN(C(=O)c2cc([N+](=O)[O-])c[nH]c2=O)CC1	10	-7	-18	-10	-0.3	-2.8	4	-5	18	-3
COc1ccc(-c2ccc(C(=O)O)c(=O)[nH]2)cc1	2	-3	9	-10	0.1	-0.5	-6	-5	-18	0
COc1cccc(OCCOc2cccc(/C=N/n3cnnc3)c2)c1	-2	-2	-6	8	1.1	-2.0	5	4	5	1
COCCNC(=S)N1CCN(c2cccc(C(F)(F)F)c2)CC1	-6	5	-6	-16	0.4	-0.9	1	-9	3	-3
S=c1nc(-c2ccccc2Cl)n(Cc2cccnc2)c2c1CCCC2	2	-1	39	-6	-1.3	-0.3	-7	7	-7	2

Next section:
SMILES	DAGLB inh	CAL PDZ FP-2	SR-BI DiI-HDL act	PKA-R2B activ	LANA DNA inh	CAL PDZ FP-1	Cardiac RTF inh	RTF Ca sens act	Rtt109 Vps75	Keap1-Nrf2 PPI
CCOC(=O)c1cnc(-n2nc(C)cc2C)nc1NNc1nc(C)cc(C)n1	-1	-5	-19	-7	0.7	-0.7	-15	3	x	2
Cn1c(Cn2c(C(F)(F)F)nc3ccccc32)nc2ccccc21	-1	-7	15	6	1.1	-1.1	2	3	0	-4
CCN(Cc1ccncc1)Cc1ccc(Br)cc1	-3	-1	19	-5	-1.6	-1.3	-3	-4	1	-1
Cc1cccc(/C=N/n2c(C)cc(C)c(C#N)c2=O)c1	2	-1	-15	-2	-0.6	-1.5	-7	-1	x	-4
CCN(CC)C(=O)CSc1nc2ccccc2c(=O)[nH]1	-1	-5	4	4	-1.6	-1.4	-9	-8	3	-1
CC(C)(CNS(=O)(=O)c1ccc(F)cc1)CNS(=O)(=O)c1ccc(F)cc1	-4	21	0	-10	0.0	-0.3	-19	0	-3	-1
CCCn1c(CCC(=O)O)nc2cc(S(=O)(=O)N3CCCC3)ccc21	-1	-4	31	-3	0.9	0.6	-9	1	3	-1
Cc1sc2ncn(-n3c(C)ccc3C)c(=O)c2c1C	-3	-2	-21	-2	-1.0	0.2	2	0	-3	-3
Cc1nn2cc(-c3ccc(Cl)cc3)nc2s1	-5	-2	-9	-12	1.0	-2.6	-2	-5	2	-5
CC(C)[C@H](NC(=O)c1ccccc1F)C(=O)NCc1ccc(S(N)(=O)=O)cc1	1	-3	18	-1	-0.1	-1.8	-34	0	2	-1

Next section.
SMILES	DAGLB inh	CAL PDZ FP-2	SR-BI DiI-HDL act	PKA-R2B activ	LANA DNA inh	CAL PDZ FP-1	Cardiac RTF inh	RTF Ca sens act	Rtt109 Vps75	Keap1-Nrf2 PPI
CC(=O)c1ccc(O)c(CO)c1	-1	-9	2	2	-0.2	x	1	-9	-4	-2
CCOC(=O)c1ccc(NC(=O)CSc2nnc(C)n2-c2ccccc2)cc1	0	3	-12	-3	-1.4	-3.0	-3	-1	3	-5
COc1ccc(CC(=O)NCC(=O)NCc2cc(=O)n(C)c(=O)n2C)cc1	-2	0	-8	3	-1.2	-1.9	-13	-1	-31	-6
CCNC(=O)c1sc(-c2ccccc2)nc1C	-2	-4	2	-5	-0.7	-1.6	-8	1	-2	0
CC(C)C[C@H](NC(=O)OC(C)(C)C)C(=O)N1CCC(C(=O)O)CC1	0	-1	18	2	-0.4	-0.9	-3	3	-7	2
CSCCC(N=CC1=C(O)CC(C)(C)CC1=O)C(=O)O (stereo unspecified)	2	4	7	-5	-1.3	0.6	6	2	-5	-7

2 of the compounds above, with two lines to a compound:
Values run as follows: DAGLB inh, CAL PDZ FP-2, SR-BI DiI-HDL act, PKA-R2B activ, LANA DNA inh, CAL PDZ FP-1, Cardiac RTF inh, RTF Ca sens act, Rtt109 Vps75, Keap1-Nrf2 PPI
N#C/C(=C(/O)COc1cccc2ccccc12)c1nc2ccccc2[nH]1
    3, -1, 29, -5, -1.5, -1.8, 0, 2, -10, -1
Cc1ccc(Cl)cc1N1CCN(CC(O)COCc2ccco2)CC1 (stereo unspecified)
    -10, -2, 4, -6, -0.9, -3.6, 1, 3, 1, -5

High-throughput results: PubChem BioAssay, several laboratories
